RGS8-Gao reg = regulators of human RGS8-Galphao interaction. 220,000 tested, 0.34% active. multiplexed bead flow cytometry, RGS8-Galphao binding; actives lie on both sides. response (percent of control binding), % at 10 µM; in the data active = response below about 60% or above about 140%; inactive = in between;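 note: Galphao activated as the GDP aluminium fluoride complex binding bead-coupled RGS8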
ABCB1 inh = inhibitors of human ABCB1 transporter, ABCG2 counter-screen; P08183; CCRF-Adr cells, JC-1 efflux, flow cytometry; inhibition, % at 6.6 µM; 190,000 tested, 0.067% active; AID 1326; in the data active = inhibition above about 40%;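 note: 0% = vehicle and 100% = reference inhibitor; higher value means more JC-1 retained so stronger ABCB1 efflux block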
Bim-Mcl-1 = human Bim-Mcl-1 interaction inhibition; Q07820; Bead-based flow cytometry, Bim peptide-Mcl-1 binding; inhibition, % at 10 µM; 190,000 tested, 0.1% active; AID 1009;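 note: 0% = no compound tracer wells and 100% = peptide blocker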
RGS7-Gao reg = regulators of human RGS7-Galphao interaction; AID 1439; Multiplexed bead flow cytometry, RGS7-Galphao binding; actives lie on both sides; 220,000 tested, 0.35% active; binding response (% of control), % at 10 µM; in the data active = binding response below about 49% or above about 150%; inconclusive = no clear call, values can overlap the other calls; inactive = in between;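 note: fluorescent Galphao held in activated GDP-AlF4 state binding bead-coupled RGS7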
Bcl-B Bim block = human Bim-Bcl-B interaction inhibition. bead-based flow cytometry, Bim peptide-Bcl-B binding. inhibition, % at 10 µM. 190,000 tested, 0.073% active. AID 951;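 note: 0% = tracer peptide without compound and 100% = reference inhibitor peptide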
Target sequence (Q9HD36 whole entry, looked up): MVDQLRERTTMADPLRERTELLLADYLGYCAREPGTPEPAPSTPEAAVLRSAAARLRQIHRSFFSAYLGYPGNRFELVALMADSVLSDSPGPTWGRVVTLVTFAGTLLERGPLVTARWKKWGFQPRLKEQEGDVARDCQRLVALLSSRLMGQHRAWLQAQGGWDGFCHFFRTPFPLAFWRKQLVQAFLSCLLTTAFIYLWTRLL
RGS4-Gao reg = human RGS4-Galphao interaction regulation | 220,000 tested, 0.33% active | P09471 | Multiplexed bead flow cytometry, RGS4-Galphao binding; actives lie on both sides | binding response (% of control), % at 10 µM; in the data active = binding response below about 49% or above about 150%; inactive = in between;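 note: fluorescent Galphao activated with aluminum fluoride binding bead-coupled RGS4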
ABCG2 inh = blocks JC-1 efflux by human ABCG2 transporter; AID 1325; IgMXP3 cells, flow cytometry; Q9UNQ0; inhibition, % at 6.6 µM; 190,000 tested, 0.1% active;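 active = inhibition above 80%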;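 note: 0% = DMSO and 100% = nicardipine control wells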
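Read-out basis: Efflux inhibition in percent versus controls | Test system: ABCG2 IgMXP3 and barcoded ABCB1 CCRF-Adr cell mix | Quantity: 3 million cells/mL in well | Schedule: 10 min at 25 °C | Control set: Nicardipine as high control, DMSO as low control | Reagent: JC-1 as fluorescent efflux pump substrate | Signal: Flow cytometry of retained JC-1 fluorescence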
Bcl-2 Bim block = inhibitors of Bim-Bcl-2 interaction, human; P10415; 190,000 tested, 0.06% active; inhibition, % at 10 µM; Bead-based flow cytometry, Bim peptide-Bcl-2 binding; in the data active = inhibition above about 40%; inconclusive = no clear call, values can overlap the other calls;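 note: 0% = no compound wells with probe peptide and 100% = reference peptide inhibitor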
Target sequence (P10415 whole entry, looked up): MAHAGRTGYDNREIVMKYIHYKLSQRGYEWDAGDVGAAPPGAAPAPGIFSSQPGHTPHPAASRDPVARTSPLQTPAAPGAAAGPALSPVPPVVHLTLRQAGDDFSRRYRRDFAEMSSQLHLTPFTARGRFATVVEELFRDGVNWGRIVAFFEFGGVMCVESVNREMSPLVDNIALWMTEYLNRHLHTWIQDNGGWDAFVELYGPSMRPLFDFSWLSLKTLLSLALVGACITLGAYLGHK
Bim-Bcl-W = human Bim-Bcl-W interaction inhibition; Q92843; bead-based flow cytometry, Bim peptide-Bcl-W binding; inhibition, % at 10 µM; 190,000 tested, 0.02% active;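 note: 0% = bound tracer without compound and 100% = peptide blocker; higher means less fluorescent Bim peptide bound to Bcl-W beads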
Target sequence (Q92843 whole entry, looked up): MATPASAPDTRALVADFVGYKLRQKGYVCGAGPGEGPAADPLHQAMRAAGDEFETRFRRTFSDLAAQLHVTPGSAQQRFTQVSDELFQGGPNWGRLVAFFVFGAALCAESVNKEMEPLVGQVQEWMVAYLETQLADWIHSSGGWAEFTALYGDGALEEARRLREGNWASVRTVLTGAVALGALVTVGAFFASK
Bim-Bfl-1 = disrupts Bim binding to human Bfl-1 | Q16548 | Bead-based flow cytometry, Bim-Bfl-1 binding inhibition | inhibition, % at 10 µM | 190,000 tested, 0.12% active | AID 1008;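 note: 0% = wells without compound plus tracer and 100% = blocker peptide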
Bim-Bcl-XL = disrupts Bim peptide binding to human Bcl-XL; bead flow cytometry, fluorescence; AID 1007; inhibition, % at 10 µM; Q07817; 190,000 tested, 0.04% active
Target sequence (Q07817 whole entry, looked up): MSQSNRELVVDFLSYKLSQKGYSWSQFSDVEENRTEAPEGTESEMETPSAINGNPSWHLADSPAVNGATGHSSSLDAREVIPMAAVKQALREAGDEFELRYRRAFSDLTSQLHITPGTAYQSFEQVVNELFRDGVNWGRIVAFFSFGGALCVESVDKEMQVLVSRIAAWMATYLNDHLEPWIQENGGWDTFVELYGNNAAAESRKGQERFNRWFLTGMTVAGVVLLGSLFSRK
An asterisk follows results filed as active; ? = inconclusive; . = no result given; [ ] = remark or other dose. Cut-off read from the data, not from the text of the source, unless noted: active = inhibition above about 40%.

Molecule,Bim-Bcl-XL,ABCG2 inh,RGS4-Gao reg,RGS8-Gao reg,Bim-Mcl-1,ABCB1 inh,Bim-Bfl-1,Bim-Bcl-W,RGS7-Gao reg,Bcl-2 Bim block,Bcl-B Bim block
Cc1ccc(NC(=O)C2CC(=O)OC23CCOC(C)(C)C3)cc1 (stereo unspecified),-1,0,99,97,-3,-0.1,-1,0,101,-2,-3
NC(=O)C1(c2ccccc2)CCCN1C(=O)c1ccccc1Br (stereo unspecified),-1,3,102,103,-2,0.4,-6,-1,102,0,-5
Cc1nc2nc[nH]n2c(=O)c1CCOC(=O)c1c(F)cccc1F,-1,0,101,98,-1,0.1,-5,-1,102,-4,-2
Cc1noc(C)c1COC(=O)c1ccccc1NC(=O)c1ccco1,-1,13,99,98,-2,4.6,-7,-2,99,-6,-4
COc1ccc(C(=O)N2C(=O)c3ccc(N)cc3C2=O)cc1,-1,1,104,102,4,0.2,0,-1,128,1,-3
CNC(=O)N1CCN(C(=O)NC)CC1,-8,6,103,105,-4,-1.2,-16,0,99,-10,-7
COc1ccc(Cl)cc1-n1c(C)cc(C(=O)O)c1C,-9,0,101,102,-170,-0.8,-11,4,100,-13,-36
COc1ccccc1OCCCC(=O)Nc1ccc(N2CCOCC2)cc1,-1,0,103,107,1,-0.2,-2,0,110,0,-1
c1coc(CNc2ncnc3nc[nH]c23)c1,-4,9,101,98,0,1.0,-8,-2,103,-1,-7
O=C(NC(=O)c1ccc(Cl)cc1)OC1CCCCC1,0,5,101,100,3,0.4,-2,-3,99,-1,0
CCCCCC1CCC(C(=O)NNC(=S)NCC)CC1 (stereo unspecified),0,4,112,100,-1,0.3,5,-2,108,0,-5
COc1cc(C=Nc2ccccc2C(=O)Nc2ccccc2)cc(OC)c1OC,-13,14,101,105,-7,1.8,-4,-4,101,-7,-13
CC(C)COn1c(=S)[nH]c2ccccc2c1=O,-5,7,104,101,-2,0.9,0,-2,102,-2,-6
O=C(Oc1ccccc1)c1ccc(-n2cnnn2)cc1,-8,9,100,99,0,-0.5,-7,0,100,-4,-2
CCOC(=O)c1ccc(CSc2nnc(-c3ccncc3)n2N)cc1,2,10,97,99,2,1.2,0,-1,97,0,0
COc1ccc(C2N(c3ccc(OC)cc3)C(=S)N3CCCN23)cc1 (stereo unspecified),-6,5,98,95,-3,0.8,-1,-3,100,-2,-9
CCCNC(=O)CN(c1ccc(F)cc1)S(=O)(=O)c1ccc2c(c1)OCCO2,-3,3,99,93,-3,1.6,-5,0,100,-4,-1
CCOc1cccc(=O)c2c(C)n(C)c(C)c12,2,8,90,98,0,1.6,4,3,94,1,3
Cc1cc(C(=O)COC(=O)C23CC4CC(CC(O)(C4)C2)C3)c(C)n1-c1c(C)n(C)n(-c2ccccc2)c1=O,-4,3,100,101,-3,-0.2,-7,-2,?,-3,-2
Cc1cccc(-c2nnc(SCC(=O)NCc3ccc4c(c3)OCO4)n2C)c1,-1,2,105,105,-2,0.7,0,0,105,-3,-1
Oc1ccc(NCc2ccccc2OCc2ccccc2)cc1,1,7,99,94,0,-0.5,34,16,97,11,-10
CC(C)Sc1nc(N2CCCC2)c2c(c1C#N)CC(C)(C)OC2,-5,7,97,102,-5,1.9,-7,4,101,-9,-7
CCC(=O)Nc1c(OC(=O)CC)ccc2c(C)cc(=O)oc12,-8,0,100,99,-3,-0.1,-7,-7,99,-4,-8
CNC(=O)CSc1ncnc2c1cnn2-c1ccccc1,-2,20,103,99,0,1.8,-1,1,99,-3,-4
Cc1ccc2c(C)nc(N/C(N)=N/S(=O)(=O)c3ccc([N+](=O)[O-])cc3)nc2c1,-6,0,97,99,-1,0.7,-12,-4,98,-5,-5
O=C(Nc1ccc(N2CCOCC2)nc1)c1ccc(Cl)cc1,2,15,100,101,-2,1.1,-16,0,103,-12,-14
CC(Cc1cccs1)NC(=O)c1cccs1 (stereo unspecified),.,16,98,99,.,3.9,.,.,?,?,.
COc1ccc(/C=N/NC(=O)c2ccc(COc3cccc4cccnc34)cc2)cc1OC,1,-1,97,101,1,0.4,4,0,?,2,3
CN(C)C(=O)CSc1nc2ccccc2c(=O)[nH]1,-4,4,127,97,-1,0.3,-16,-2,277*[activator],-10,-16
COc1cc(-c2n[nH]c(=S)n2-c2ccc(C)cc2)cc(OC)c1OC,-2,2,100,96,-1,-0.7,12,5,107,0,-40
CN(Cc1cccs1)C(=O)CCCc1c[nH]c2ccccc12,1,12,98,102,-1,0.6,3,1,?,1,3
CCCCCCCCS(=O)c1sc2nc(C)cc(C)c2c1N (stereo unspecified),0,3,99,94,-4,0.6,9,-1,96,0,-3
CN(Cc1cccs1)C(=O)COc1ccc(-c2nnco2)cc1,-13,4,102,100,0,0.6,-17,-4,98,-14,-9
Cc1ccc(S(=O)(=O)Oc2ccc(/C=C(/NC(=O)c3ccccc3)C(=O)NCC(=O)O)cc2)cc1,-2,0,100,101,0,-0.2,-14,-3,99,-6,-6
O=C(NC1CCCCC1)N1CCCC(c2nc3ccccc3[nH]2)C1 (stereo unspecified),-9,2,91,95,-3,0.8,-12,0,88,-9,-4
CCN(CC(=O)N1CCc2ccccc2C1)S(=O)(=O)c1ccc2ccccc2c1,-7,3,100,98,-6,1.2,-1,-8,100,-1,-2
O=C(Cc1c[nH]c2ccccc12)NCc1ccccc1F,-5,-1,101,99,2,-0.1,-1,-1,101,0,-2
O=C(NCCc1ccncc1)C(F)(F)F,7,-2,105,103,0,-2.1,-14,1,104,-8,-6
Cc1ccc2c(c1)c1nnc(SCC(=O)N3CCN(c4ccc(F)cc4)CC3)nc1n2CC(=O)O,2,15,102,98,0,0.1,2,0,102,-1,2
COc1ccc2[nH]c(=O)c(CN(Cc3cccs3)C(=S)Nc3ccccc3)cc2c1,-8,-2,98,101,-9,-0.2,-14,-8,98,-11,-8
COC(=O)c1ccc(CSc2nnc3nc(C)cc(C)n23)cc1,-3,13,101,101,0,1.7,-5,-1,104,-1,-1
Cc1nc2ccccc2c(=O)n1NC(=O)c1ccc(F)cc1Cl,-6,-1,99,98,-1,-0.2,-15,-3,97,-6,-7
COc1cc(N2C(=O)c3ccccc3C2=O)c(Cl)cc1C(=O)OCC(=O)NCc1ccco1,-3,2,94,97,-8,1.0,0,-4,91,-6,-2
Cc1ccc(CNCC(O)(c2ccccc2)c2ccc(Cl)cc2)cc1 (stereo unspecified),1,0,93,103,-1,1.4,-4,0,104,-3,-4
O=C(NC(C(=O)N/N=C/c1ccccc1)c1n[nH]c(=O)c2ccccc12)c1ccccc1 (stereo unspecified),-10,5,101,101,-7,-0.8,-21,0,101,-10,-12
CCOCCn1c(=NC(=O)/C=C/c2ccccc2Cl)sc2cc(NC(C)=O)ccc21,-10,0,101,100,-1,-0.1,-11,-6,101,-5,-14
Cc1ccc(OCC(=O)Nc2cccc(S(=O)(=O)N3CCOCC3)c2)c([N+](=O)[O-])n1,-2,7,103,104,-2,0.7,-2,0,102,-2,-3
Cc1ccc(C)c(-n2c(N)c(C(N)=O)sc2=S)c1,-3,1,107,105,0,0.5,-3,-3,110,-6,-4
Cc1cc(C)nc(NC(=O)c2ccc(Cl)c(Cl)c2)n1,-10,-1,108,103,0,-2.1,-12,0,100,-8,-5
COC(=O)CSc1nnc(SCc2ccccc2)s1,-10,-3,104,102,-5,-3.3,-9,-4,102,-7,-11
COc1ccc(C(=O)O/N=C(\C)c2cnccn2)cc1,6,17,108,101,0,0.2,5,3,?,3,8
Cc1cc(-c2nnc(CCC(=O)N3CCN(Cc4cccnc4)CC3)o2)c(C)o1,0,-1,102,100,0,-0.2,-6,2,103,-3,-1
O=C(NCCCc1ccccc1)c1cccc([N+](=O)[O-])c1,-4,27,102,104,-2,3.5,0,-2,100,0,-4
CC(=O)N(c1ccc2oc(=O)sc2c1)S(=O)(=O)c1ccccc1,-18,21,96,95,-10,1.2,-10,-8,107,-13,-23
COc1ccc(Cl)cc1C(=O)NC(C)C,-2,0,102,102,-2,0.0,-4,-3,105,-5,0
Cc1ccc(C(=O)NCC2CCCO2)cc1N1CCCC1=O (stereo unspecified),-6,3,87,95,-4,0.8,-2,-4,97,-3,-4
Nc1ccc2c(c1)ncn2CCCn1cnc2cc(N)ccc21,-9,0,93,92,4,0.3,-4,1,85,-3,-3
Cc1c(C)n(Cc2ccccc2)c2ncnc(N)c12,0,6,102,103,2,1.1,4,2,100,0,2
O=C(Nc1ccc2c(c1)OCCO2)C(=S)NCc1ccccc1,0,0,104,105,0,-0.2,-6,0,102,0,-2
O=C(CNCc1ccccc1Cl)NCc1ccco1,-5,8,98,102,0,0.7,-7,0,?,-2,-3

Next results follow.
Molecule,Bim-Bcl-XL,ABCG2 inh,RGS4-Gao reg,RGS8-Gao reg,Bim-Mcl-1,ABCB1 inh,Bim-Bfl-1,Bim-Bcl-W,RGS7-Gao reg,Bcl-2 Bim block,Bcl-B Bim block
COc1ccc(C2NC(=S)NC3=C2CCc2ccccc23)cc1OC (stereo unspecified),-3,10,105,101,0,1.2,10,-3,105,0,-14
C=CCn1c(Cc2cccs2)nnc1SCC(=O)NCc1ccco1,0,1,81,82,-3,0.5,1,-1,84,0,-4
CC(=O)c1cnc(-c2ccccn2)s1,-6,-1,91,92,0,-0.3,2,-3,94,-1,-21
OCCN(Cc1ccccc1)Cc1ccccc1Cl,-1,3,99,99,-4,0.0,-1,-2,99,-4,-3
Cc1cc(C)cc(OC(=O)C23CCC(C)(C(=O)O2)C3(C)C)c1 (stereo unspecified),-5,11,93,96,-1,3.8,-5,-2,90,-5,-3
Cc1cccc(Oc2c([N+](=O)[O-])c(=O)n(C)c3ccccc23)c1,-5,0,101,100,-4,-0.2,-14,-3,99,-6,-3
COc1ccccc1NS(=O)(=O)c1ccc(NC(=O)Cc2cccs2)cc1,-4,-3,97,101,-4,-0.7,-2,-1,99,-6,-5
CCN(CCn1cccn1)C(=O)CC1C(=O)NCCN1Cc1ccc(F)c(F)c1 (stereo unspecified),-3,1,96,99,-2,0.5,-5,-5,100,-3,-4
COc1ccc(S(=O)(=O)NCc2cc(-c3ccccc3Cl)no2)cc1,-2,2,102,105,-2,0.4,-10,0,106,-5,-9

No new results follow: an excerpt of the list.
Molecule,Bim-Bcl-XL,ABCG2 inh,RGS4-Gao reg,RGS8-Gao reg,Bim-Mcl-1,ABCB1 inh,Bim-Bfl-1,Bim-Bcl-W,RGS7-Gao reg,Bcl-2 Bim block,Bcl-B Bim block
CC(=O)c1cnc(-c2ccccn2)s1,-6,-1,91,92,0,-0.3,2,-3,94,-1,-21
OCCN(Cc1ccccc1)Cc1ccccc1Cl,-1,3,99,99,-4,0.0,-1,-2,99,-4,-3
Cc1cc(C)cc(OC(=O)C23CCC(C)(C(=O)O2)C3(C)C)c1 (stereo unspecified),-5,11,93,96,-1,3.8,-5,-2,90,-5,-3

High-throughput results (PubChem)
